Compound activity as filed in PubChem BioAssay.
GC-B act – human GC-B receptor activators, primary screen, HEK293 GC-B cells, cGMP TR-FRET, EC30 CNP. Atrial natriuretic peptide receptor 2 (Homo sapiens), P20594. 0% at EC30 CNP, 100% saturating CNP. activation, % at 10 µM. 0.11% of 370,000 active. AID 1920062, 2024;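 active means activation at 10 µM reaching about 35% in either raw or pattern-adjusted values, limit read from the data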
MBD2 inh – inhibitors of MBD2 binding to methylated DNA, primary screen, biochemical, TR-FRET, DNA-binding domain, human. Methyl-CpG-binding domain protein 2 (Homo sapiens), Q9UBB5. MBD2 binding to methylated oligonucleotide. inhibition, % at 4.4 µM. 0.31% of 370,000 active; in the data active means inhibition above about 13%
HTRA1 inh – HTRA1 serine protease inhibitors, primary screen, biochemical, fluorescence polarization, HTS | Q92743 | recombinant HTRA1, FP-rhodamine activity-based probe | inhibition, % at 5.96 µM | 0.5% of 340,000 active | AID 504803, 2011; in the data active means inhibition above about 36%;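 further: 0% = enzyme with DMSO and 100% = wells lacking enzyme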
Target sequence (Q92743 whole entry, looked up): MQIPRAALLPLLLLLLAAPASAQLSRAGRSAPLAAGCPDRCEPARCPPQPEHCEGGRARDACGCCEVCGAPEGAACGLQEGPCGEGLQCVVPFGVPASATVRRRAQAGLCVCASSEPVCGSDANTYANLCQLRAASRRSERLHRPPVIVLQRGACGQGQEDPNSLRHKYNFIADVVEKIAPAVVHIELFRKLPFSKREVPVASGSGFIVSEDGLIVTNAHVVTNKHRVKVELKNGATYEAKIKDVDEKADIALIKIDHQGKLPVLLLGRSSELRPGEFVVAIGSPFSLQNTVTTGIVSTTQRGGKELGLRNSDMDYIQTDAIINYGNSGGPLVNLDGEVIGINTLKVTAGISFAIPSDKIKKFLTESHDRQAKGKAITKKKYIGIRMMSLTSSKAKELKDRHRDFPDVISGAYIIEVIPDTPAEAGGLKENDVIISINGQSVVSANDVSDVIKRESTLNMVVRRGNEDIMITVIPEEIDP
TCR-CD3 inh – inhibitors of human TCR-CD3 interaction, primary screen, biochemical, fluorescence, TAMRA-labeled TCR probe; inhibition, % at 9.4 µM; 0.37% of 360,000 active; T-cell receptor (TCR); AID 651800, 2012; in the data active means inhibition above about 19%;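 further: recombinant mutant TCR 2C K166C tagged with TAMRA read by polarization; 0% = receptor in buffer alone and 100% = receptor with positive control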
rCAG RNA binder – binders of r(CAG) RNA repeats, primary screen, biochemical, fluorescence; 1.3% of 370,000 active; AID 651821, 2012; r(CAG) RNA repeat, TO-PRO-1 dye displacement fluorescence; inhibition, % at 3 µM;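 active means inhibition above the plate cutoff, the mean of all test compounds on that plate plus 3 SD, cut at about 35% in these data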;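 further: 0% = DMSO alone and 100% = 100 µM mitoxantrone as full dye displacement; higher means more dye released from RNA so lower well fluorescence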
mABHD4 FP – ABHD4 inhibitors, primary screen, biochemical, fluorescence polarization, mouse. purified mABHD4, FP-Rh probe fluorescence polarization. inhibition, % at 8.92 µM. 0.54% of 370,000 active. (Lyso)-N-acylphosphatidylethanolamine lipase (Mus musculus), Q8VD66. AID 720543, 2013;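 active means inhibition exceeding the mean over every tested compound plus 3 SD, cut at about 30% in these data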;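 further: 0% = plate median of compound wells and 100% = S159A mutant with DMSO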
Target sequence (Q8VD66 whole entry, looked up): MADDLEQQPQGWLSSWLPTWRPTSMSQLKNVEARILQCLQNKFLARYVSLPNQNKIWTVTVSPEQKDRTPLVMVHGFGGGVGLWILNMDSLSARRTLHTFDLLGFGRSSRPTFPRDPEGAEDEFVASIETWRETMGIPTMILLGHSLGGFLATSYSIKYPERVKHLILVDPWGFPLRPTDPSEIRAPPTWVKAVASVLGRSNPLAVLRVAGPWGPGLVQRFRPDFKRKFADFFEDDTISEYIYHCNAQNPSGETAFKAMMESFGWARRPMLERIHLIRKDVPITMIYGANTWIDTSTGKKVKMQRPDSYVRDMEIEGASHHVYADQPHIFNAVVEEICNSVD
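Test system: mABHD4 protein | Buffer or medium: HEPES pH 7.0 buffer, 150 mM NaCl, 0.01% Pluronic F-127 | Probe or stimulus: FP-Rh fluorescent activity-based probe, added after compound pre-incubation | Timing: Pre-incubation 45 min, probe exposure 60 min, at 25 °C | Technique: Fluorescence polarization, excitation 525 nm, emission 598 nm, BODIPY TMR filters | Repeats: Single well per compound (singlicate)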
TDP2 inh – human TDP2 enzyme inhibitors, primary screen, biochemical, epi absorbance, recombinant enzyme; Tyrosyl-DNA phosphodiesterase 2 (Homo sapiens), O95551; T5PNP hydrolysis, p-nitrophenol absorbance 415 nm; inhibition, % at 12.8 µM; 0.34% of 370,000 active; AID 720702, 2013;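 active means inhibition above the mean of all tested compounds plus 3 SD, set per campaign, cut at about 25% in these data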;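 further: 0% = DMSO with enzyme and 100% = buffer with substrate but no TDP2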
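Read-out basis: percent inhibition. System: recombinant human TDP2. Buffer or medium: Mg2+-containing Tris-HCl buffer, pH 7.5. Repeats: single replicate. Timing: reaction 2 h, 37 °C. Benchmarks: high control without enzyme, low control DMSO plus TDP2. Probe or stimulus: 5 mM T5PNP. Doses: 12.8 µM only. Measured by: epi absorbance of p-nitrophenol freed from T5PNP by hydrolysis.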
SIAE inh – human SIAE inhibitors, primary screen, biochemical, fluorescence polarization, FP-Rh probe, 1536-well HTS | Sialate O-acetylesterase (Homo sapiens), Q9HAT2 | SIAE FP-Rh probe binding | inhibition, % at 9.66 µM | 0.69% of 370,000 active | AID 1053197, 2014;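 active means inhibition above a cutoff: mean of compounds within the control limits plus 3 SD of those, cut at about 17% in these data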;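 further: 0% = plate median of compound wells and 100% = probe without SIAE protein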
PRMT1 FP inh – PRMT1 methyltransferase inhibitors, primary screen, biochemical, fluorescence polarization | Protein arginine N-methyltransferase 1 (Homo sapiens), Q99873 | recombinant PRMT1, activity-based probe fluorescence polarization | inhibition, % at 2.79 µM | 1.3% of 370,000 active | AID 652257, 2013;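 active means inhibition above about 21% made by adding two undisclosed values, limit read from the data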
LEDGF integ inh – blockers of LEDGF/p75-dependent integrase strand transfer – biochemical, TR-FRET, high throughput, primary screen; HIV-1 integrase (with human LEDGF/p75); inhibition, % at 3.7 µM; TR-FRET IN-LEDGF/p75 DNA integration, Eu/Cy5; 0.64% of 370,000 active; AID 743269, 2014;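 active means inhibition above the screen-wide mean plus 3 SD, cut at about 13% in these data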;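 further: signal is the Cy5 over europium emission ratio at 671 and 618 nm; 0% = plate median of compound wells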
Numbers without * were called inactive; . = not tested or not shown.

1. CC(C)CCn1c(Sc2nc3ccccc3o2)nc2c1c(=O)[nH]c(=O)n2C
2. Cc1cccc(NC(=O)c2ccccc2NC(=O)c2ccco2)c1
3. COc1ccc(S(=O)(=O)NCC(=O)NCc2cc(=O)n(C)c(=O)n2C)cc1C
4. CCOC(=O)C1=C(C)N=c2s/c(=C/c3cccc([N+](=O)[O-])c3O)c(=O)n2C1c1ccccc1 (centres undefined)
5. CCn1c(SCCOc2ccc(Cl)cc2)nnc1-c1cccs1
6. Cc1ccn2cc(C(=O)Nc3cccc(C(=O)NC4CC4)c3)nc2c1
7. Cc1ccc(NC(=O)C(C)OC(=O)CSc2ccccc2)cc1 (centres undefined)
8. CC1=CC(=NOC(=O)/C=C/c2ccccc2)C=C(C)C1=O

Screen / compound no.	1	2	3	4	5	6	7	8
GC-B act	-6	1	-1	-6	-18	1	-7	8
MBD2 inh	1	-2	-1	6	4	-3	-4	4
HTRA1 inh	1	-17	0	11	-25	-2	4	6
TCR-CD3 inh	-1	4	1	4	10	-5	-4	-10
rCAG RNA binder	-6	-2	3	33	-10	-3	3	-4
mABHD4 FP	10	-14	10	6	-27	2	7	-17
TDP2 inh	-3	-6	-11	-1	1	5	-13	-6
SIAE inh	3	-4	4	-2	2	-2	2	-3
PRMT1 FP inh	0	-1	3	49*	-1	-2	2	2
LEDGF integ inh	-1	3	-4	11	1	-2	-7	2

Full records, looked up by structure. Order of values: GC-B act | MBD2 inh | HTRA1 inh | TCR-CD3 inh | rCAG RNA binder | mABHD4 FP | TDP2 inh | SIAE inh | PRMT1 FP inh | LEDGF integ inh
CC(C)CCn1c(Sc2nc3ccccc3o2)nc2c1c(=O)[nH]c(=O)n2C reads -6 | 1 | 1 | -1 | -6 | 10 | -3 | 3 | 0 | -1
Cc1ccc(NC(=O)C(C)OC(=O)CSc2ccccc2)cc1 (centres undefined) reads -7 | -4 | 4 | -4 | 3 | 7 | -13 | 2 | 2 | -7
Cc1ccn2cc(C(=O)Nc3cccc(C(=O)NC4CC4)c3)nc2c1 reads 1 | -3 | -2 | -5 | -3 | 2 | 5 | -2 | -2 | -2
Cc1cccc(NC(=O)c2ccccc2NC(=O)c2ccco2)c1 reads 1 | -2 | -17 | 4 | -2 | -14 | -6 | -4 | -1 | 3

(more compounds)
9. COC(=O)[C@@H]1C[C@@]2(O)[C@H](O)[C@H](O)[C@H](O)C[C@H]2N1Cc1ccc(C(C)(C)C)cc1
10. COc1ccc2c(c1OC)C(=O)OC2Nc1ncc(Br)cc1Br (centres undefined)
11. CC(=O)Nc1ccc(S(=O)(=O)N2CCN=C2SCc2ccc(C)cc2)cc1
12. FC(F)(F)c1cnc(-c2cnc(-c3ccccn3)nc2)c(Cl)c1
13. CCC(NC(=O)Cc1c(C)c2c(cc(C)c3c(C)c(C)oc32)oc1=O)C(=O)O (centres undefined)
14. CCn1c(SCC(O)c2ccccc2)nnc1-c1ccccc1 (centres undefined)
15. COc1ccc2[nH]c3c(c2c1)CCN1C(=O)C(CC(=O)NCCC2=CCCCC2)C[C@H](C(=O)N(C(C)C)C(C)C)[C@@]31C (some centres undefined)
16. O=C1C(=O)N(CCN2CCCCC2)c2ccccc21

Screen / compound no.	9	10	11	12	13	14	15	16
GC-B act	5	3	3	-3	1	5	4	-2
MBD2 inh	-2	-1	7	1	-5	5	-1	0
HTRA1 inh	-2	7	-26	8	-4	1	-14	-3
TCR-CD3 inh	-2	2	-3	-10	5	4	1	7
rCAG RNA binder	1	1	6	-4	23	-1	0	1
mABHD4 FP	2	1	-8	-6	0	4	-6	-4
TDP2 inh	-4	18	-1	2	15	0	2	9
SIAE inh	0	0	-12	-1	-2	5	5	1
PRMT1 FP inh	1	1	-2	1	0	-1	-5	3
LEDGF integ inh	3	0	0	1	0	2	-1	-3

17. Cc1ccc(CN2CCN(CC(=O)NCc3ccccc3)CC2)cc1
18. CCCCOc1ccc(C(=O)NCc2ccncc2)cc1
19. COc1ccc(Cl)cc1C(=O)NCC(=O)OCc1ccccc1
20. CN(C)S(=O)(=O)c1cccc(NC(=O)c2cccc(S(=O)(=O)N3CCc4ccccc43)c2)c1
21. O=C(Nc1nc(-c2ccccn2)cs1)c1cc2ccccc2o1
22. COc1cccc(OCC(=O)Nc2cc(Cl)ccc2Oc2ccccc2)c1
23. COc1ccc(NC(=O)C2Cc3c(-c4cccc(C(N)=O)c4)ccnc3O2)cc1OC (centres undefined)
24. CCOC(=O)C1CCCN(C(=O)c2c(-c3ccccc3)noc2C)CC1 (centres undefined)

Screen / compound no.	17	18	19	20	21	22	23	24
GC-B act	8	7	2	1	-1	3	1	2
MBD2 inh	2	1	5	0	1	1	-1	5
HTRA1 inh	-2	7	-14	-51	2	-44	.	.
TCR-CD3 inh	3	6	-15	-15	-4	8	-5	6
rCAG RNA binder	3	-1	-6	13	10	-2	3	-1
mABHD4 FP	-1	1	-16	-24	-4	-4	3	-1
TDP2 inh	-6	7	-4	1	0	-1	-4	-5
SIAE inh	1	5	-12	-60	-2	-6	3	7
PRMT1 FP inh	-1	-1	5	1	-5	3	5	1
LEDGF integ inh	4	1	-2	-1	-6	0	-2	2

25. CCNC(=S)Nc1ccc2cn[nH]c2c1
26. O=C(CNC(=O)c1ccccc1)OCc1cccc(Br)c1
27. CCCOc1cccc(C(=O)Nc2ccccc2C(=O)N2CCN(C)CC2)c1
28. O=C(NCCCC1CCCC1)C1CCC(=O)N(Cc2cccc(F)c2)C1 (centres undefined)
29. COc1ccc(C(=O)NC(=S)NNC(=O)c2ccc(O)cc2)cc1[N+](=O)[O-]
30. CCCc1[nH]nc2c1C(c1ccc(OCCN3CCOCC3)c(OCC)c1)C(C#N)=C(N)O2 (centres undefined)
31. Nc1sc(-c2ccccc2)cc1C(=O)N1CCN(c2ccccc2)CC1
32. CC(C)c1nc2oc3c(NCC4CCCO4)ncnc3c2c2c1COC(C)(C)C2 (centres undefined)

Screen / compound no.	25	26	27	28	29	30	31	32
GC-B act	5	-2	5	-6	1	-3	9	0
MBD2 inh	-3	-3	-1	-7	2	5	-2	3
HTRA1 inh	-1	-5	-2	-3	4	5	.	-5
TCR-CD3 inh	4	-3	7	-9	28*	-6	2	-1
rCAG RNA binder	2	-3	-7	-6	4	-4	11	-7
mABHD4 FP	3	-5	-4	-6	13	5	0	-4
TDP2 inh	-12	-21	10	-15	3	-1	-5	-13
SIAE inh	6	-6	4	8	3	4	8	-4
PRMT1 FP inh	1	-5	-2	-4	1	-2	7	-2
LEDGF integ inh	2	3	-1	1	-2	3	4	1

33. O=C(COC(=O)c1ccccn1)Nc1ccccc1Cl
34. Cc1nnc(SCc2nnc(-c3ccccc3Br)o2)s1
35. COc1cc(/C=N/NC2=NS(=O)(=O)c3ccccc32)cc(OC)c1OC
36. Cc1ccccc1NS(=O)(=O)CCCCC(Cl)(Cl)Cl
37. Cn1c(=O)c2c([nH]c(=O)n2C)n(Cc2ccccc2)c1=O
38. Cc1cc(NC(=O)c2cc([N+](=O)[O-])cc([N+](=O)[O-])c2)no1
39. CCN(CC)c1nc(N)c2c(N)nc(OC)cc2c1C#N
40. NS(=O)(=O)c1ccc(NC(=O)c2ccc(Cl)c(S(=O)(=O)NCc3ccco3)c2)cc1

Screen / compound no.	33	34	35	36	37	38	39	40
GC-B act	-3	-4	-1	-9	4	-3	4	6
MBD2 inh	-3	2	-6	5	0	2	-12	4
HTRA1 inh	3	-5	1	-7	.	.	2	-3
TCR-CD3 inh	5	2	3	-3	-4	-2	2	3
rCAG RNA binder	5	2	8	2	2	2	12	4
mABHD4 FP	3	3	3	-8	-4	0	3	-12
TDP2 inh	0	-3	-2	-4	6	6	14	0
SIAE inh	-3	-5	4	-1	3	1	10	-13
PRMT1 FP inh	0	2	-7	-2	-2	-3	7	1
LEDGF integ inh	1	-2	-1	1	0	2	-1	-3

41. CC(CN1CCCCC1)OC(=O)c1cc2ccccc2o1 (centres undefined)
42. COc1ccc(S(=O)(=O)Nc2c(C)nc3nc[nH]n3c2=O)cc1
43. Cc1ccc(S(=O)(=O)CC(C)N2CCOCC2)c(S(=O)(=O)CC(C)N2CCOCC2)c1 (centres undefined)
44. CCOc1ccc(S(=O)(=O)N2CCCC(C(=O)NCc3ccccc3)C2)cc1 (centres undefined)
45. O=C(NCCc1ccccc1)c1cccc([N+](=O)[O-])c1
46. Cc1ccc(SCC(=O)OCC(=O)N(C)CC(=O)Nc2ccc(F)cc2)cc1C
47. COc1ccc(CNC(=O)COC(=O)c2ccc(Br)c(S(=O)(=O)N3CCOCC3)c2)cc1
48. Cc1c(S(=O)(=O)NCc2ccccc2)c(=O)n(C)c(=O)n1C

Screen / compound no.	41	42	43	44	45	46	47	48
GC-B act	1	3	-4	2	9	1	1	-6
MBD2 inh	-3	2	1	-2	-6	-4	-5	-1
HTRA1 inh	1	2	2	2	6	-8	0	-1
TCR-CD3 inh	-4	0	8	-4	7	4	-2	-3
rCAG RNA binder	-2	5	18	-1	2	-1	1	-1
mABHD4 FP	-1	1	2	-3	-2	3	-8	-2
TDP2 inh	7	6	0	-15	3	2	4	2
SIAE inh	-1	7	3	-3	-3	-8	1	-5
PRMT1 FP inh	5	-1	0	0	-2	-1	1	-4
LEDGF integ inh	3	-1	1	2	-2	-2	2	-1

Structures listed above shown as hits in TCR-CD3 inh.
nr	SMILES	GC-B act	MBD2 inh	HTRA1 inh	TCR-CD3 inh	mABHD4 FP	TDP2 inh	SIAE inh	PRMT1 FP inh	LEDGF integ inh
29	COc1ccc(C(=O)NC(=S)NNC(=O)c2ccc(O)cc2)cc1[N+](=O)[O-]	1	2	4	28*	13	3	3	1	-2

Additional structures
49. Cc1cccc(Cn2c(N3CCN(c4ccccc4)CC3)nc3c2c(=O)n(C)c(=O)n3C)c1
50. COc1cc(NC(=O)NCCN2CCN(c3ccc(Cl)cc3)CC2)ccc1C
51. CCOc1ccc(-n2c(COc3ccccc3)nnc2SCC(=O)Nc2ccc3c(c2)OCCO3)cc1
52. Cc1ccccc1C(=O)NC(=S)N(C)C1CCCCC1

Screen / compound no.	49	50	51	52
GC-B act	-1	-10	4	3
MBD2 inh	1	2	-4	2
HTRA1 inh	-12	4	.	-1
TCR-CD3 inh	5	0	.	1
rCAG RNA binder	-1	-6	6	-4
mABHD4 FP	4	16	-13	1
TDP2 inh	-4	5	-4	2
SIAE inh	-2	-4	4	-3
PRMT1 FP inh	0	2	1	1
LEDGF integ inh	5	-6	3	-2

This is a subset; rates above refer to the full screens.
